High-throughput results as filed in PubChem.
NPY-Y1 antag: antagonists of human neuropeptide Y receptor Y1; P25929; HEK293-CNG Y1 cells, membrane potential fluorescence; NPY at EC95, then isoproterenol; inhibition, % at 3.6 µM; hit rate 1% among 200,000; AID 1040;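 active = inhibition above the campaign mean inhibition of all tested compounds plus 3 SD, cut at about 20% in these data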;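 note: 0% = DMSO wells given NPY plus isoproterenol and 100% = isoproterenol alone without NPY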
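Material: Y1- and CNG-channel-expressing HEK293 cells / Probe or stimulus: NPY 25 nM then isoproterenol 1 µM plus Ro 20-1724 25 µM / Doses: 3.6 µM single dose, DMSO 0.4% / Schedule: compound incubation 1 h at room temperature, readout 45 min post-stimulation / Signal: membrane potential fluorescence / Benchmarks: isoproterenol-only wells as full block versus NPY-plus-isoproterenol wells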
eIF4E-4G inh: inhibitors of eIF4E and eIF4G interaction in translation initiation; P63073+Q04637; TR-FRET eIF4E-eIF4GI(517-606) binding, 2 h; inhibition, % at 21.7 µM; hit rate 0.37% among 220,000; AID 782;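 active = inhibition above about 30%, limit read from the data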;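 note: 0% = full FRET control wells and 100% = background wells lacking eIF4GI fragment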
EP2 modulator: modulators of human EP2 prostaglandin E2 receptor. P43116. EP2-expressing cells, cAMP HTRF FRET, PGE2 co-stimulation. induction, % at 25 µM. hit rate 0.83% among 260,000;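 active = compounds whose cAMP rise, as percent of the full-agonist control response, exceeds 60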;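 note: rat C6 glioma line stably carrying human EP2 under a CMV promoter; the protocol text gives 20 µM as final concentration; 100% = response of wells given 1 µM PGE2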
S1P4 antagonist: blocks the human S1P4 receptor. O95977. S1P4-expressing cells, antagonist mode, reporter read-out. inhibition, % at 4.98 µM. hit rate 0.26% among 220,000. AID 1510; in the data active = inhibition above about 29%;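 note: 0% = wells stimulated with agonist and 100% = vehicle wells without agonist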
p97 ATPase inh: inhibitors of human p97 ATPase; P55072; recombinant p97 ATPase, Kinase-Glo ATP luminescence, 3 h; inhibition, % at 8 µM; hit rate 0.42% among 220,000; in the data active = inhibition above about 15%;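 note: 0% = DMSO vehicle and 100% = wells lacking enzyme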
Target sequence (P55072 whole entry, looked up): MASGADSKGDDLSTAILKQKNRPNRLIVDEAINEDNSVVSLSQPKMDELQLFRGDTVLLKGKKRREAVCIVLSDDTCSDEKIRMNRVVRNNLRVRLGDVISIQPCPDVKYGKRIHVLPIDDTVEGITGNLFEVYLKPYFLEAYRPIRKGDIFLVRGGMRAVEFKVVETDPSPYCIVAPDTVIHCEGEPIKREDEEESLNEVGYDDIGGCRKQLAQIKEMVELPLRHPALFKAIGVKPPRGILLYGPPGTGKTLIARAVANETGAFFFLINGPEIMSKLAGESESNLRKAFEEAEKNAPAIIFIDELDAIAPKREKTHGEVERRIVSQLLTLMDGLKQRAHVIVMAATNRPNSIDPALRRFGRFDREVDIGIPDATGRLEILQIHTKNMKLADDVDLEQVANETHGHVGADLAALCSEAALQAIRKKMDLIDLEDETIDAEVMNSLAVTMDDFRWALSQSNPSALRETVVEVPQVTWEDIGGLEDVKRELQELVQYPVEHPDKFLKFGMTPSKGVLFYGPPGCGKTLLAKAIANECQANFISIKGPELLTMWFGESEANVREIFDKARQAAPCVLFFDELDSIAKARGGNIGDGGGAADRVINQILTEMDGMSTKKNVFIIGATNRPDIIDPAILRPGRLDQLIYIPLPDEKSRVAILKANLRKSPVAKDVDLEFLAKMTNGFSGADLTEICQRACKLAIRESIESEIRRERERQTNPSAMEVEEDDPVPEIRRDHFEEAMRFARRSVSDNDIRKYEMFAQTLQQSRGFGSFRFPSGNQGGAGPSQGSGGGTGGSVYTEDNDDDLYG
NPY-Y2 PAM-ag: human NPY-Y2 potentiation or agonism, primary screen. cells expressing NPY-Y2, potentiator/agonist read-out. activation, % at 3.6 µM. hit rate 0.45% among 220,000. AID 1359; in the data active = activation above about 27%;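 note: cells stimulated with NPY near EC25 plus isoproterenol at EC100; 0% = vehicle plus submaximal agonist and 100% = vehicle plus saturating agonist; some results beyond the cut were filed as inactive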
NPY1 pot ag: potentiates or activates human NPY-Y1 receptor | P25929 | NPY-Y1 expressing cells, potentiator/agonist activation | activation, % at 3.6 µM | hit rate 0.37% among 220,000 | AID 1304; in the data active = activation above about 33%, passing the limit was not always enough;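 note: cells stimulated with NPY at EC10 then isoproterenol at EC100; 0% = low agonist plus stimulus and 100% = saturating agonist plus stimulus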
EP2 antag: inhibitors of human EP2 prostaglandin E2 receptor; P43116; C6 glioma cells expressing human EP2, cAMP TR-FRET; cells stimulated with saturating PGE2; inhibition, % at 25 µM; hit rate 0.52% among 260,000;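 active = percent inhibition above 40 after rounding to a whole number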;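 note: rat C6 glioma host cells with rolipram phosphodiesterase inhibitor present; the protocol text gives 20 µM as final concentration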
S1P4 ag: agonists of human S1P4 receptor; activation, % at 4.98 µM; S1P4-expressing cell line, agonist reporter assay; hit rate 0.35% among 220,000; O95977; in the data active = activation above about 11%;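 note: 0% = DMSO vehicle and 100% = reference agonist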
Starred values were filed as active, the others as inactive; x = no result given; & = joins results of further samples; [ ] = dose if it differs, or a comment. The list is partial; count on the stated rates, not on these rows.

no. | structure | NPY-Y1 antag | eIF4E-4G inh | EP2 modulator | S1P4 antagonist | p97 ATPase inh | NPY-Y2 PAM-ag | NPY1 pot ag | EP2 antag | S1P4 ag
1 | COc1cccc(NC(=O)C(NC2CCCC2)c2ccccc2)c1 (configuration not stated) | 3 | 2[fluorescence artefact?] | 5 | -17 | 2 | -16 | -23 | 8 | -0.1
2 | O=C(Oc1ccc(=O)n(-c2ccccc2)n1)c1cccc(Cl)c1 | -2 | 33* | 32 | 18 | 6 | -2 | -6 | 8 | -1.8
3 | CC(C)CN(CC(C)C)C(=O)C12CCC(C)(C(=O)C1)C2(C)C (configuration not stated) | 1 | 5[fluorescence artefact?] | 10 | -16 | -1 | -5 | -20 | 6 | 1.3
4 | O=C(COc1cccnc1[N+](=O)[O-])NCc1ccc2c(c1)OCO2 | x | -12 | 14 | 0 | 7 | -9 | 7 | 8 | 0.2
5 | Cc1ccc2c(Cl)cc(Cl)c(OCC(=O)N(C(C)C)C(C)C)c2n1 | 6 | 1 | 40 | 1 | 0 | -1 | -4 | 7 | 2.0
6 | Cc1cccn2c(CNC3CCCc4ccccc43)c(C(=O)N3CCOCC3)nc12 (configuration not stated) | x | 5 | -7 | -20 | -3 | -10 | -6 | 7 | -0.1
7 | N#C/C(=C\c1cccc2ccccc12)c1nn(-c2ccccc2)c(N)c1C#N | -2 | x | x | -9 | -3 | 4 | -2 | x | 2.4
8 | COC(=O)C1=C(N)Oc2cc(C)n(CC3CCCO3)c(=O)c2C1c1ccc(Cl)cc1 (configuration not stated) | -6 | 10 | -8 | 13 | -3 | 9 | -10 | 11 | -2.7
9 | Cc1ccccc1Nc1cccc2nonc12 | 2 | -1 | 67* | 11 | -4 | 3 | -14 | 7 | -1.3
10 | Cc1onc(-c2c(F)cccc2Cl)c1C(=O)N1CCOC12CCCCC2 | 6 | 0 | 11 | -6 | -1 | 13 | 23 | 5 | 2.9
11 | Cc1cc(/C=N\NC(=O)CC(=O)NC2CCCCC2)c(C)n1-c1ccc(Cl)c(Cl)c1 | 5 | -1 | -3 | -7 | 1 | 1 | 16 | 5 | 1.0
12 | Cc1ccc(Cl)cc1N1CCN(C(=O)C2CCN(S(C)(=O)=O)CC2)CC1 | 2 | -3 | -16 | 3 | 1 | -1 | 2 | 7 | 0.7
13 | CC(SC(=S)N1CCCC1)C(=O)O (configuration not stated) | 0 | -1 | 31 | -12 | 9 | 37* | 20 | 12 | 1.1
14 | CCN(CC)C(=O)CSc1nc2ccccc2c(=O)n1-c1cccc(OC)c1 | 3 | 2 | -5&-58 | -12 | -1 | -5 | -6 | 8&11 | 1.4
15 | O=C(CC1Nc2ccccc2NC1=O)NC1CCCCC1 (configuration not stated) | 1 | x | x | -6 | 5 | 15 | 9 | x | 1.4
16 | Cc1ccc(C)c(NC(=O)C(=O)NCCc2c[nH]c3ccccc23)c1 | 7 | 7 | -104 | -17 | 3 | 8 | -8 | 16 | 0.5
17 | N#C/C(=C/c1ccco1)C(N)=S | x | -1 | -8 | 5 | 27* | -8 | 21 | 0 | -1.9
18 | CCOC(=O)c1sc(=NC(=O)c2ccc(S(=O)(=O)N3CC(C)OC(C)C3)cc2)n(C)c1C (configuration not stated) | -1 | -6[fluorescence artefact?] | 17 | 7 | 0 | -8 | 1 | 9 | 0.9
19 | C/C(CC(=O)NC1CCCC1)=N\NC(=O)Cc1cccs1 | 1 | -1 | 28 | -7 | 5 | -8 | -24 | 3 | 0.4
20 | CC1CCCN(C/C(O)=C(\C#N)c2nc3ccccc3[nH]2)C1 (configuration not stated) | 4 | -6 | 33 | 12 | 3 | 1 | 14 | 5 | -0.1
21 | C/C(=N\Nc1ccc(C(=O)O)cc1)c1ccc2c(c1)Nc1ccccc1S2 | x | 12 | -41 | 7 | 6 | 17 | 32 | 10 | -1.1
22 | c1ccc(OCc2nn3c(Cn4nnc5ccccc54)nnc3s2)cc1 | 5 | 22[fluorescence artefact?] | -13 | -10 | 1 | 10 | -8 | 12 | 0.7
23 | COc1ccc(CCNC(=O)CSc2c[nH]c3ccccc23)cc1OC | -6 | -4 | -24 | -19 | 1 | 0 | 10 | 13 | 1.1
24 | COc1ccc(OC)c(C2=NOC(C(=O)N3CCN(c4ccccc4)CC3)C2)c1 (configuration not stated) | -2 | 2 | -10 | -33 | -3 | -2 | 4 | 9 | 1.9
25 | COc1ccccc1NC(=S)NNC(=O)c1nn(C)c(C)c1Br | 4 | -12[fluorescence artefact?] | 19 | -11 | -3 | -1 | -5 | 5 | 0.9
26 | CNc1nc(-c2ccc3c(c2)CCN3C(=O)c2ccccc2C)cs1 | -3 | 2 | -35 | -3 | 2 | 0 | 8 | 2 | 0.1
27 | O=C(CSc1ncccc1-c1nc2ccccc2[nH]1)NCc1ccco1 | 4 | 11 | 8 | -18 | 13 | 11 | 14 | 6 | 2.5
28 | O=C(O)Cc1sc(-c2ccccc2)nc1-c1cccs1 | 1 | 2 | 23 | 3 | 3 | -13 | -7 | 43* | -0.2
29 | CC(C)CN(Cc1cc(=O)oc2cc3c(cc12)CCCC3)CC(C)C | x | 7 | -3 | 14 | -3 | -2 | 3 | 10 | 1.6
30 | COCCN(CCOC)C(=O)CC(=O)N(CCOC)CCOC | 6 | -9 | 27 | -8 | 2 | 4 | -3 | 4 | -5.4
31 | O=C(c1ccc(F)cc1)N1CCCN(c2nc(-c3ccccc3)ns2)CC1 | x | 2 | 9 | 1 | -1 | -10 | -8 | 1 | -1.6
32 | CC(C)(C)NC(=O)CSc1nnc(-c2ccncc2)n1Cc1ccccc1 | 3 | 6 | -4 | -22 | -1 | 4 | -12 | 11 | 1.8
33 | CN(C(=O)c1ccc(C(=O)N(C)C2CCCCC2)cc1)C1CCCCC1 | 2 | x | x | -5 | -4 | -15 | -11 | x | 1.8
34 | COc1cc(NC(=O)CN2C(=O)c3ccccc3Sc3ccc(C(=O)N4CCOCC4)cc32)cc(OC)c1OC | 1 | 1 | -22 | 1 | -7 | -11 | 10 | 17 | -3.3
35 | COC(=O)c1cn(-c2nc(C)c3c(n2)CCC3)nn1 | 1 | -8 | -2 | -7 | 1 | 7 | 7 | 8 | 1.1
36 | CN1/C(=C\C(=O)COC(=O)c2ccccc2O)C(C)(C)c2ccccc21 | x | -2 | -39 | -2 | -4 | -33 | -27 | 16 | 0.3
37 | COC(=O)c1c(N(S(C)(=O)=O)S(C)(=O)=O)sc2c1CCN(c1ncc(C(F)(F)F)cc1Cl)C2 | 4 | -2 | 12 | -18 | 3 | 7 | 8 | 31 | 1.9
38 | CCCCN(CC)S(=O)(=O)c1ccc2c(c1)n(C)c(=O)c(=O)n2C | x | -7 | -6 | -4 | 3 | -13 | 9 | 9 | 0.5
39 | O=C(COc1ccc(Cl)cc1Cl)NC(=S)Nc1ccccc1C(=O)O | 6 | 0 | -8 | -9 | -9 | -10 | -13 | 7 | -0.3
40 | O=C(/C=C/NNC(=O)c1ccc(Br)cc1)c1ccccc1 | -5 | -14 | -15 | 2 | 5 | 6 | -5 | 12 | -0.3
41 | COc1cccc(C(=O)COc2ccccc2-c2ccccc2)c1 | -4 | 0[fluorescence artefact?] | 61* | 7 | 2 | 4 | -3 | 8 | -0.7
42 | CCOc1ccc(S(=O)(=O)N/N=C2/CC(c3ccccc3)Oc3ccccc32)cc1 (configuration not stated) | 10 | 5 | -14 | 19 | 0 | -12 | -7 | 7 | 4.4
43 | CN(C)c1nc(C(N)=O)nc(N2CCOCC2)n1 | -1 | -2[fluorescence artefact?] | 26 | 3 | 3 | -6 | 26 | 4 | 1.5
44 | COc1ccc(NC(C)=O)c2nc(C)c(C)nc12 | 1 | 5 | 3 | -18 | -4 | -4 | 0 | 2 | 3.1
45 | COc1ccc(-c2csc(NC(=O)CN3C(=O)CCC3=O)n2)cc1OC | -4 | 6 | 6 | -1 | 1 | 5 | -7 | 9 | 3.4
46 | O=C(CN1CCN(c2ccc(F)cc2)CC1)Nc1ccccc1[N+](=O)[O-] | 10 | -2 | -25 | -8 | -7 | -6 | -16 | 10 | 1.0
47 | Cc1ccc(N/C(N)=N/c2nc(CSc3ccc(C)cc3)cc(=O)[nH]2)cc1 | 3 | 2 | 38 | 5 | 2 | -1 | -14 | x | 0.2
48 | CCOc1ccc2[nH]c(SCC(=O)OC)c([N+](=O)[O-])c2c1 | -10 | 3 | -46 | 1 | -2 | 11 | 7 | 16 | -0.1
49 | CCOC(=O)/C(=C/c1c[nH]c2ccccc12)NC(C)=O | -3 | 4 | -18 | -12 | 1 | 2 | -6 | 3 | -1.3
50 | CC(C)C(NC(=O)c1c(F)cccc1F)C(=O)NCC(c1ccccc1)N(C)C (configuration not stated) | 5 | 0 | -4 | -1 | -5 | -6 | 1 | 5 | -1.7
51 | COCCCn1cc(C(=O)c2cc(Br)ccc2O)cc(C#N)c1=O | -2 | 0 | 15 | -5 | 3 | 0 | 17 | 4 | -2.0
52 | CC(=O)c1ccc(OC(C)C)c(Cc2c(O)nc(N)[nH]c2=O)c1 | 6 | -4 | 27 | -5 | 5 | 3 | -9 | 7 | 1.4
53 | Cc1ccc(-c2nn3c(C)nnc3s2)cc1NC(=O)c1ccc(OC(C)C)cc1 | 7 | -3 | 18 | -19 | -6 | -14 | -10 | 7 | 0.4

Looked up by structure from the entries so far, four records:
no. | structure | NPY-Y1 antag | eIF4E-4G inh | EP2 modulator | S1P4 antagonist | p97 ATPase inh | NPY-Y2 PAM-ag | NPY1 pot ag | EP2 antag | S1P4 ag
18 | CCOC(=O)c1sc(=NC(=O)c2ccc(S(=O)(=O)N3CC(C)OC(C)C3)cc2)n(C)c1C (configuration not stated) | -1 | -6[fluorescence artefact?] | 17 | 7 | 0 | -8 | 1 | 9 | 0.9
46 | O=C(CN1CCN(c2ccc(F)cc2)CC1)Nc1ccccc1[N+](=O)[O-] | 10 | -2 | -25 | -8 | -7 | -6 | -16 | 10 | 1.0
6 | Cc1cccn2c(CNC3CCCc4ccccc43)c(C(=O)N3CCOCC3)nc12 (configuration not stated) | x | 5 | -7 | -20 | -3 | -10 | -6 | 7 | -0.1
9 | Cc1ccccc1Nc1cccc2nonc12 | 2 | -1 | 67* | 11 | -4 | 3 | -14 | 7 | -1.3

Part of the list above, with each value named:
[23] COc1ccc(CCNC(=O)CSc2c[nH]c3ccccc23)cc1OC
  NPY-Y1 antag: -6 | eIF4E-4G inh: -4 | EP2 modulator: -24 | S1P4 antagonist: -19 | p97 ATPase inh: 1 | NPY-Y2 PAM-ag: 0 | NPY1 pot ag: 10 | EP2 antag: 13 | S1P4 ag: 1.1
[24] COc1ccc(OC)c(C2=NOC(C(=O)N3CCN(c4ccccc4)CC3)C2)c1 (configuration not stated)
  NPY-Y1 antag: -2 | eIF4E-4G inh: 2 | EP2 modulator: -10 | S1P4 antagonist: -33 | p97 ATPase inh: -3 | NPY-Y2 PAM-ag: -2 | NPY1 pot ag: 4 | EP2 antag: 9 | S1P4 ag: 1.9
[25] COc1ccccc1NC(=S)NNC(=O)c1nn(C)c(C)c1Br
  NPY-Y1 antag: 4 | eIF4E-4G inh: -12[fluorescence artefact?] | EP2 modulator: 19 | S1P4 antagonist: -11 | p97 ATPase inh: -3 | NPY-Y2 PAM-ag: -1 | NPY1 pot ag: -5 | EP2 antag: 5 | S1P4 ag: 0.9
[26] CNc1nc(-c2ccc3c(c2)CCN3C(=O)c2ccccc2C)cs1
  NPY-Y1 antag: -3 | eIF4E-4G inh: 2 | EP2 modulator: -35 | S1P4 antagonist: -3 | p97 ATPase inh: 2 | NPY-Y2 PAM-ag: 0 | NPY1 pot ag: 8 | EP2 antag: 2 | S1P4 ag: 0.1
